High-throughput results deposited in PubChem by several laboratories.
NOD1 inhibition – NOD1 signaling inhibitors, primary screen, cell-based, luminescence, uHTS (AID 1578) | NOD1-driven NF-kB luciferase reporter cells, luminescence; higher % means a stronger effect | one-dose inhibition, % at 4 µM; EC50 in µM for titrated hits | 290,000 compounds, 1% hits; in the data active = inhibition mostly above about 36%, no sharp cut-off; inactive = mostly below about 34%;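 also: HEK-293T reporter cells stimulated with the NOD1 agonist gamma-tri-DAP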
GPR55 activation – GPR55 agonists via beta-arrestin recruitment, primary screen, imaging, U2OS cells, beta-arrestin-GFP redistribution (AID 1961); 290,000 compounds, 0.048% hits; activation, % at 10 µM, or EC50 in µM where a hit was titrated; U2OS GPR55 beta-arrestin-GFP redistribution imaging; higher % means a stronger effect;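 active = activation above 40% with more than 50 cells counted in the well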;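 also: U2OS osteosarcoma cells stably expressing GPR55 and beta-arrestin-GFP; plate controls were DMSO negative control for no effect and LPI positive control for full effect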
NTR1 ag – agonists of NTR1, primary screen, imaging, U2OS cells, beta-arrestin-GFP, high content (AID 493036) | P30989 | NTR1-U2OS beta-arrestin-GFP spot imaging, agonist mode | activation, % at 20 µM | 330,000 compounds, 0.17% hits;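 active = activation at or above 40% of the spot to cytoplasm intensity ratio, with at least 20 cells analyzed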;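 also: 0% = DMSO without peptide and 100% = 100 nM NTR1 peptide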
Target sequence (P30989 whole entry, looked up): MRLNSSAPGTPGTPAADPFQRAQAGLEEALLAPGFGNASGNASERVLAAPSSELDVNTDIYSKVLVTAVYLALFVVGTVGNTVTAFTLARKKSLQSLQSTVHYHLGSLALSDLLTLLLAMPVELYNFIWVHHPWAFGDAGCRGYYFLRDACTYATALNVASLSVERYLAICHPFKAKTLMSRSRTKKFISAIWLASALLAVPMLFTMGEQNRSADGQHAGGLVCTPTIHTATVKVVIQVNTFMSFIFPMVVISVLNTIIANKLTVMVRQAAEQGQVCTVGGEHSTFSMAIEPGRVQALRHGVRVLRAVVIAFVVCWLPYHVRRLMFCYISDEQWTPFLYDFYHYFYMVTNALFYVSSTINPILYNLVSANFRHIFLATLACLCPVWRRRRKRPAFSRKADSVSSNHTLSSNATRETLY
Myeloid diff MLP – promotes myeloid progenitor differentiation; calls only at 10 µM; AID 624256; 360,000 compounds, 1% hits; ER-HoxA9 myeloid progenitors, lysozyme-GFP differentiation, flow cytometry;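 active = normalized GFP-positive differentiation at or above the plate's own cutoff, the solvent-only control mean plus 3 SD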;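 also: cells exposed to compound for four days before flow analysis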
T cell modulator – modulates CD8 T cell binding to vesicles; 2C CD8+ T cell-vesicle binding, flow cytometry; hits give low values; calls only at 7 µM; 330,000 compounds, 0.068% hits; AID 2052;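 active = response, share of CD8 T cells binding vesicles, and their 90th percentile fluorescence all below set limits, cut at about 80% in these data, passing the limit was not always enough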
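Material: 2C TCR transgenic mouse naive CD8+ T cells, MACS-purified. Also added: QL9-charged Drosophila Ld/ICAM-1/B7-1 vesicles. Timing: binding 1.5 h at 37 °C. Measured by: high-throughput flow cytometry with anti-B7-1 and anti-CD8 staining. Read-out: percent CD8+ FL2 mean versus row control. Controls: Unloaded micro-vesicles (low), QL9 vesicles with 0.7% DMSO (high).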
NOD2 inhibition – NOD2 signaling inhibitors, cell-based, luminescence, uHTS, HEK293 (AID 1566) | HEK293 NOD2/NF-kB luciferase reporter, luminescence; higher % means a stronger effect | one-dose inhibition, % at 4 µM; EC50 in µM for titrated hits | 290,000 compounds, 0.63% hits; also: many of its hits are not listed in these tables
KOR beta-arrestin-1 – KOR antagonists, beta-arrestin recruitment, cell-based, luminescence, uHTS (AID 1778). KOR beta-arrestin recruitment, luminescence, antagonist mode; higher % means a stronger effect. 290,000 compounds, 0.091% hits. inhibition, % at 10 µM; hits with a dose series show IC50 in µM; also: strong numbers were not always called active
GPR55 LPI antagonism – GPR55 antagonists blocking LPI-driven arrestin recruitment, primary screen, imaging, U2OS, beta-arrestin-GFP, LPI agonist (AID 2013) | U2OS GPR55 beta-arrestin-GFP translocation imaging, LPI antagonism; higher % means a stronger effect | one-dose inhibition, % at 10 µM; IC50 in µM for titrated hits | 290,000 compounds, 0.13% hits;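 active = spots per cell inhibited over 60%, with over 100 cells counted and total cytoplasm intensity under 500,000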;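 also: U2OS cells stably carrying GPR55 and arrestin-GFP stimulated by 5 µM LPI near EC80; imaged beta-arrestin-GFP aggregate spots per cell after agonist stimulation; plate controls were LPI-stimulated DMSO wells for no effect and DMSO wells without LPI for full effect; some results filed as inactive read as strong as hits; confirmed hits need IC50 under 10 µM and bright autofluorescent wells are also inconclusive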
KOR beta-arrestin-2 – kappa opioid receptor activators – cell-based, luminescence, uHTS, primary screen (AID 1777); KOR beta-arrestin recruitment, luminescence; higher % means a stronger effect; activation, % at 10 µM; hits with a dose series show EC50 in µM; 280,000 compounds, 0.02% hits; in the data active = activation above about 50%, passing the limit was not always enough; also: a part of the inactive calls stands beside numbers as strong as those of hits
T cell modulator vesicle-bound % – second read-out of T cell modulator, no call of its own (marks repeat the call); double positive events, %; measured here: CD8+ vesicle-bound cell fraction;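 binding gate set so that unloaded-vesicle control wells show 10% double positive cells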
NTR1 ag cell count 20 µM – recorded beside NTR1 ag, whose call it bears; cell count; measured here: cell count, cytotoxicity flag
Myeloid diff MLP GFP+ MAC1+ % – recorded beside Myeloid diff MLP, whose call it bears; GFP+ MAC1+ double positive, %; measured here: differentiation confirmed by MAC1 staining
* hit, by the source's call; i = inactive; x = not tested or not shown; [ ] = remark or other dose. Rule as the data show it, unless noted: active = inhibition above about 50%; inactive = the rest. An excerpt, so the mix of outcomes need not match the whole.

cpd	compound	NOD1 inhibition	GPR55 activation	NTR1 ag	NTR1 ag cell count 20 µM	Myeloid diff MLP	Myeloid diff MLP GFP+ MAC1+ %	T cell modulator	T cell modulator vesicle-bound %	NOD2 inhibition	KOR beta-arrestin-1	GPR55 LPI antagonism	KOR beta-arrestin-2
1	COC(=O)C(C(=O)OC)N1C(=O)CCC1=O	-9%	-0.1%	1.1	78	i	11	i	34	8%	24%	4%	-3.7%
2	S=C(Nc1ccccc1)Nc1cccc(Br)c1	-23%	-0.1%	-0.5	98	i	0.3	i	59	-1%	-83%[20 µM]	-13%	0.9%
3	Cn1c(CNC(=O)CCNC(=O)c2ccc(Br)cc2)cc(=O)n(C)c1=O	-16%	-0.1%	-0.6	58	i	1.3	i	1	5%	-14%	-5%	11%
4	COc1ccc2nc(N(Cc3ccccc3)C(=O)CCNC(C)=O)sc2c1	-34%	0.0%	-0.9	51	i	4.5	i	63	5%	-5%	-22%	-0.7%
5	Cc1cc(C)nc(N(C#N)Cc2cccc(Cl)c2)n1	-23%	-0.1%	1.0	51	i	0.9	i	30	4%	-25%[20 µM]	18%	x
6	COc1ccc(NC(=O)c2csc(C)c2)cc1OC	-47%	-0.1%	0.3	60	i	0.9	i	26	-11%	-24%	-1%	13%
7	Cc1ccc(NC(=O)c2ccco2)cc1NC(=O)CSc1nnc(-c2cccs2)n1C	-21%	-0.1%	1.2	70	i	2.0	i	29	-8%	30%	4%	3.5%
8	CC1(C)Cc2c(sc3nc(C4CCCCC4)n(N)c(=O)c23)CO1	9%	0.1%	2.4	52	i	0.5	i	46	9%	9%	3%	-1.3%
9	Cc1cc(C)cc(C(=O)Nc2cccnc2)c1	-14%	-0.1%	-0.1	62	i	0.7	i	58	5%	-17%[20 µM]	-11%	-2.3%
10	O=C(O)c1ccccc1Oc1ccc(Oc2ccccc2)cc1	14%	0.4%	0.9	55	i	0.5	i	58	-5%	14%	-6%	-3.0%
11	C=CCn1c(C(C)NC(=O)CC)nc2ccccc21 (stereo unspecified)	-11%	0.2%	0.7	48	i	7.4	i	9	-8%	41%	10%	-2.3%
12	CCCN1C2CCCC1CC(NC(=S)Nc1cc(C)ccc1C)C2 (stereo unspecified)	-22%	-0.4%	-0.7	83	i	0.5	i	34	5%	0%	8%	-1.1%
13	CC(C)[C@H](NC(=O)N1c2ccccc2NC(=O)[C@@H]1C(C)C)C(=O)N1CCC[C@H]1C(=O)O	-18%	-0.2%	-0.8	86	i	1.4	i	29	15%	-6%[20 µM]	7%	-3.2%
14	Cc1ccc(C(C)C)c(OCC(O)CN2CC(C)OC(C)C2)c1 (stereo unspecified)	5%	0.2%	3.2	55	i	1.4	i	43	-7%	6%	25%	0.5%
15	CCOCc1nnc(NC(=O)c2cccs2)s1	-14%	0.0%	-1.2	72	i	0.5	i	37	-8%	9%	5%	3.2%
16	CSCC(=O)NCC1(N(C)Cc2ccccc2)Cc2ccccc2C1	-2%	0.3%	1.2	61	i	0.9	i	55	10%	11%	0%	2.6%
17	COC(=O)c1sc(S(=O)(=O)N2CCC(C)CC2)c(C(=O)OC)c1C	-6%	0.2%	3.0	68	i	0.6	i	11	3%	14%	12%	-2.3%
18	C(=N\Nc1ccc(-n2ccnc2)nn1)/c1ccccc1	21%	-0.1%	-1.5	88	i	0.4	i	18	0%	-78%	38%	x
19	O=C(CSCc1c(F)cccc1F)Nc1ccccc1	-2%	-0.1%	1.4	57	i	0.4	i	38	-9%	-7%	2%	2.6%
20	Cc1cccc(/C(N)=N/OC(=O)c2cccs2)c1	-10%	0.2%	3.7	86	i	0.6	i	54	-105%	15%	1%	6.0%
21	CC1CCN(c2c(NCc3ccc(C(=O)NCc4cccnc4)cc3)c(=O)c2=O)CC1	-11%	-0.1%	-1.2	89	i	1.7	i	35	15%	4%	6%	-0.4%
22	Cc1ccc(S(=O)(=O)N2CCOCC2)cc1NC(=O)CSc1nccn1C	-22%	0.6%	0.5	45	i	0.5	i	31	5%	-12%	5%	-1.8%
23	CCO[C@@H]1OC(C(=O)N2CCN(Cc3ccccc3)CC2)=C[C@H](c2ccc(Br)cc2)[C@H]1CCCO	-24%	0.6%	4.6	61	i	1.8	x	x	7%	-16%	-2%	-2.7%
24	Cc1cccc(N=C2NN=C(c3ccccc3F)CS2)c1C	-20%	0.0%	2.7	33	i	0.2	i	2	-22%	-15%	5%	0.8%
25	Cc1cc(C)nc(NS(=O)(=O)c2ccc(CC(C)C)cc2)c1	2%	-0.1%	0.9	79	i	0.2	i	12	5%	-18%	1%	3.9%
26	Cc1ccc(-n2nc(C(=O)N3CCOCC3)cc2-c2ccc(Cl)cc2)cc1	-5%	-0.1%	0.4	63	i	0.2	i	33	1%	-22%	18%	1.2%
27	C/C(=N\N=C(/N)SC1CC(=O)N(c2ccc(Br)cc2)C1=O)c1cccs1 (stereo unspecified)	88%*	-0.1%	4.1	40	i	1.6	i	39	8%	14%	6%	-0.7%
28	COC(=O)c1sc2ccccc2c1NC(=O)c1coc2ccccc2c1=O	-14%	0.0%	9.1	43	i	0.0	i	5	-5%	0%	3%	-4.8%
29	COc1ccc(N(CC(=O)N/N=C(\C)c2ccccc2)S(=O)(=O)c2ccccc2)cc1	-10%	-0.3%	7.4	104	i	0.8	i	58	13%	31%	11%	0.0%
30	Cc1ccc(C)c(N2CCN(S(=O)(=O)c3c(C)noc3C)CC2)c1	0%	-0.2%	0.4	79	i	1.6	i	31	1%	-32%	-1%	5.1%

(cont.)
cpd	compound	NOD1 inhibition	GPR55 activation	NTR1 ag	NTR1 ag cell count 20 µM	Myeloid diff MLP	Myeloid diff MLP GFP+ MAC1+ %	T cell modulator	T cell modulator vesicle-bound %	NOD2 inhibition	KOR beta-arrestin-1	GPR55 LPI antagonism	KOR beta-arrestin-2
31	CC(C)c1ccc(C2CC(=O)N3CN(Cc4ccco4)CSC3=C2C#N)cc1 (stereo unspecified)	-20%	-0.2%	-0.1	63	i	1.3	i	15	16%	1%	-1%	0.4%
32	CN(C)S(=O)(=O)N1CCc2ccccc2C1	-16%	0.3%	-0.6	54	i	0.9	i	19	6%	-4%	-12%	-7.7%
33	Cc1ccc(NC(=S)N(Cc2ccco2)C(C)c2cccs2)c(Cl)c1 (stereo unspecified)	17%	1.2%	0.3	57	i	0.3	i	26	13%	2%	9%	-5.4%
34	CCOc1ccc(N(CC(=O)NCc2cccs2)S(=O)(=O)c2c(C)noc2C)cc1	-18%	-0.1%	-1.2	53	i	1.7	i	38	14%	1%	-6%	4.1%
35	N#Cc1c(NC(=O)CCCl)sc2c1CCCCC2	-34%	0.2%	3.0	67	i	0.4	i	22	-9%	-16%	-6%	-0.6%
36	COCCn1c(=O)[nH]c2cc(C(=O)NCCN3CCN(c4ccccc4F)CC3)ccc2c1=O	-8%	-0.2%	-3.3	87	i	0.7	i	23	4%	-36%	10%	3.9%
37	Nc1c2c(nc3ccn(Cc4ccccc4)c(=O)c13)CCC2	-22%	-0.2%	-0.4	48	i	0.7	i	29	-17%	-3%	-7%	-2.2%
38	CSCc1cc(N(C)c2ccccc2)nc(-c2ccccn2)n1	4%	0.0%	4.5	77	i	0.7	i	40	9%	13%	0%	0.1%
39	COCCNC(=O)/C(C#N)=C/c1c(N2CCCCCC2)nc2ccccn2c1=O	-1%	-0.1%	-0.7	91	i	0.1	i	26	15%	6%	2%	-4.9%
40	O=C(CSc1nc2nn(-c3ccccc3)c(=O)c-2c2n1CCCCC2)NCCCc1ccccc1	-32%	-0.3%	2.4	45	i	0.2	i	56	19%	2%	-6%	-5.0%
41	COC(=O)C(C)Oc1ccc(-c2nccc(-c3ccccn3)n2)cc1 (stereo unspecified)	-20%	-0.1%	-0.4	72	i	0.6	i	12	-10%	5%	1%	-3.1%
42	COc1ccc(C2=NN(C(=O)CN3CCOCC3)C(c3nc4ccccc4[nH]3)C2)cc1 (stereo unspecified)	-58%	0.0%	-1.3	58	x	x	i	63	-32%	13%	-8%	-2.4%
43	Cc1cccc2[nH]c(CCNC(=O)C3CCC(=O)N(CCc4cccc(F)c4)C3)nc12 (stereo unspecified)	-6%	-0.1%	0.0	63	i	1.2	i	24	6%	-20%	4%	3.4%
44	COc1ccc(C(=O)NC2CCCc3c2cnn3-c2cccc(C)c2C)c(OC)n1 (stereo unspecified)	39%	0.3%	10	63	i	1.6	i	2	-12%	0%	30%	5.8%
45	Cc1cc(C)n2nc(CC(=O)NC3CCCCCC3)nc2n1	-14%	-0.1%	-0.5	39	i	9.5	i	44	4%	-12%	-4%	3.0%
46	COc1ccc(C(NC(=O)/C=C/c2ccco2)c2ccc(OC)cc2)cc1	-46%	-0.5%	1.6	46	i	0.2	i	52	-6%	20%	1%	-1.1%
47	CC(C(=O)NC1CCCC1)N1CCN(Cc2ccccc2)CC1 (stereo unspecified)	-21%	0.0%	-0.6	42	i	0.3	i	52	19%	10%	5%	-3.6%
48	O=C(Nn1c(Cc2cccs2)nc2ccccc2c1=O)c1ccc(F)c(F)c1	5%	-0.4%	-0.3	76	i	0.6	i	36	9%	15%	12%	-2.1%
49	O=C(/C=C/c1cccs1)c1ccc(NC(=O)c2cccc(Br)c2)cc1	-22%	-0.4%	5.0	85	i	0.8	i	47	-17%	21%	-9%	-4.2%
50	CCCC(=O)N1CCN(c2nc3ccc(CC)cc3s2)CC1	-32%	-0.1%	-0.9	65	i	0.4	i	22	-3%	-6%	-4%	0.2%
51	CCOc1ccc(CCNC(=O)CN2CCN(Cc3ccccc3C)C2=O)cc1OCC	-26%	0.2%	-0.5	45	i	0.5	i	42	-14%	-32%	13%	0.0%
52	O=C(C#Cc1cccc([N+](=O)[O-])c1)c1ccccc1	56%	-0.1%	10	48	i	2.6	i	44	2%	x	12%	-4.0%
53	CC1(C)CC(=O)C/C(=N\NC(=S)NCc2ccccc2)C1	-5%	-0.1%	0.2	46	i	0.8	i	23	6%	-32%	-3%	-2.3%
54	O=C(Cn1c(CN2CCCCC2)nc2ccccc2c1=O)NCc1ccco1	12%	-0.2%	0.1	64	i	6.5	i	20	-10%	-15%	18%	-4.3%
55	CC1CCC2(CC1)NC(CO)(CO)CO2 (stereo unspecified)	-36%	-0.3%	-0.7	73	i	1.0	i	25	0%	6%	3%	-1.1%
